From PubChem
Rtt109 Vps75: blocks Candida albicans Rtt109/Vps75 acetyltransferase activity. Q5AAJ8. purified Rtt109/Vps75, ThioGlo CoA-SH fluorescence, 4 h. inhibition, % at 34.9 µM. hit rate 0.16% among 330,000. AID 540336;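 active means inhibition of at least 50% in every replicate; inconclusive means best replicate reaches 50% inhibition but some replicates fall short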
RTF Ca sens act: increases calcium sensitivity of human cardiac regulated thin filaments | activation, % at 7.2 µM | hit rate 0.24% among 340,000 | AID 493008 | IANBD-labeled TnC RTF fluorescence at EC20 calcium; 0% EC20 calcium, 100% full calcium;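 active means activation above the mean over all tested compounds plus 3 SD, cut at about 30% in these data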;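 further: rise in fluorescence read as greater calcium sensitivity of cardiac thin filaments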
Mot1-301 SUMO: SUMOylation pathway inhibition by Mot1-301 growth rescue. growth rescue, % at 18.8 µM. hit rate 1% among 320,000. S. cerevisiae Mot1-301 growth rescue, ATP luminescence, 38.5C; percent above DMSO median, 100 means doubled;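 active means every valid replicate shows activation above 250% relative to neutral control wells; inactive means the rest, any valid replicate at or below 250%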;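 further: OY570 slx delta 5 strain wells were the positive control but not used for scaling; some compounds called inactive have numbers as strong as hits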
Keap1-Nrf2 PPI: inhibitors of human Keap1-Nrf2 protein-protein interaction | Keap1 Kelch-Nrf2 peptide fluorescence polarization, 1536-well | inhibition, % at 9.4 µM | hit rate 0.15% among 340,000; in the data active means inhibition above about 12%; inconclusive means no clear call, values can overlap the other calls; inactive means below about 7.3%;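 further: human Keap1 Kelch domain with fluorescein labeled Nrf2 9mer peptide probe; 0% = neutral control wells and 100% = peptide positive control; higher means more block of Keap1 binding to Nrf2 peptide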
Target sequence (Q14145 whole entry, looked up, the tested form may be a part): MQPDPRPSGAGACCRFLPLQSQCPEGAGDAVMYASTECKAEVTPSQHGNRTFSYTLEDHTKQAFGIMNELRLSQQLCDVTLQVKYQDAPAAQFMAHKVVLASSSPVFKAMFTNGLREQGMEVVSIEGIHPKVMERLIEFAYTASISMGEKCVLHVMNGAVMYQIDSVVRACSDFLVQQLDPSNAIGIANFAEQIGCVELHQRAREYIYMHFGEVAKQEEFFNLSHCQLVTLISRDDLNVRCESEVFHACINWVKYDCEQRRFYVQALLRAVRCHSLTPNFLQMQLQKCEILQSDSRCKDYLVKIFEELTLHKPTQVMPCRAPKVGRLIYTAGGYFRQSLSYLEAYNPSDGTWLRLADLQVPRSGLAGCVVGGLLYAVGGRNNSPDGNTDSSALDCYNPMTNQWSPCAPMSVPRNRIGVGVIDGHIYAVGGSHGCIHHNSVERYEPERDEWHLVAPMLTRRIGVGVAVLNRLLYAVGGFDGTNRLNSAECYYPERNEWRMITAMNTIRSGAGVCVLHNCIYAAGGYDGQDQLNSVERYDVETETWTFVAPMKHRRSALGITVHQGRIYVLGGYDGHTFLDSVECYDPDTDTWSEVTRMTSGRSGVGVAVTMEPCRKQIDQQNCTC
CDK5 inh: CDK5/p35 (human) kinase inhibition | Q00535+Q15078 | Recombinant CDK5/p35, ADP-Glo luminescence, 60 min | inhibition, % at 10 µM | hit rate 0.01% among 330,000 | AID 488839;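 active means highest replicate inhibition of at least 50% and at least 75% of replicates reaching 50%; inconclusive means only one of the two criteria met; inactive means both criteria failed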;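 further: plate controls were DMSO neutral control for no effect and GW8510 at 10 µM for full effect; many of its hits are not listed in these tables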
LANA DNA inh: blocks KSHV LANA C-terminal domain binding to DNA; MBP-C-LANA/FAM-LBS DNA binding, fluorescence polarization; inhibition, % at 9 µM; hit rate 0.078% among 340,000; AID 504423;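 active means highest replicate inhibition at or above 60% at 9 µM, even if other replicates fall short; inactive means all replicates below 60% inhibition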;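 further: 0% = neutral control wells and 100% = 4 µM acridine orange control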
Cardiac RTF inh: cardiac RTF calcium desensitization. inhibition, % at 7.15 µM. hit rate 0.12% among 340,000. P19429+P45379. IANBD-labeled cardiac RTF, Ca2+ fluorescence;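 active means inhibition above the mean inhibition of all tested compounds plus 3 SD, cut at about 17% in these data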;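 further: assay run at fixed EC70 calcium of 1.6 mM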
dFosB act: enhances mouse delta FosB homodimer DNA binding | P13346 | purified delta FosB, TAMRA-CDK5 oligo fluorescence polarization; percent of positive-control signal above neutral wells | activation, % at 25 µM | hit rate 0.99% among 340,000;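 active means mean activation above about 17%, with every replicate also reaching it, limit read from the data, passing the limit was not always enough; inconclusive means only one of the two conditions met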;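 further: fluorescence polarization rise as delta FosB binds a TAMRA Cdk5 AP-1 oligo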
Target sequence (P13346 whole entry, looked up): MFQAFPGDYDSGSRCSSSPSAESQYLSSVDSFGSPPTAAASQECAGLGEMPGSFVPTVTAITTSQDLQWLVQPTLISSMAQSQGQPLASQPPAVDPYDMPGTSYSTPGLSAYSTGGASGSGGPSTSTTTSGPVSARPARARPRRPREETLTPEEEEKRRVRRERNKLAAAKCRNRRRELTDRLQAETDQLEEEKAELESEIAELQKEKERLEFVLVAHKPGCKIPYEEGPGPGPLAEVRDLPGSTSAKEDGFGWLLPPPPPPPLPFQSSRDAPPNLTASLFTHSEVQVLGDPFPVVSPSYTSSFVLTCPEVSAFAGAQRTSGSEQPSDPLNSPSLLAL
NSD2 inh: blocks human histone methyltransferase NSD2 | O96028 | NSD2 peptide methylation, AlphaScreen, 120 min | inhibition, % at 12.5 µM | hit rate 0.54% among 310,000 | AID 743445; in the data active means inhibition above about 50%
PfHsp90 yeast 2: inhibits growth of yeast expressing Plasmodium falciparum Hsp90; S. cerevisiae expressing PfHsp90, BacTiter-Glo ATP, 48 h; yeast lacking PDR1 and PDR3 efflux regulators; inhibition, % at 9.4 µM; hit rate 0.32% among 310,000;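 active means every replicate shows inhibition above about 80%, whatever the replicate mean, limit read from the data; inconclusive means mean inhibition reaches the set limit but some replicate falls short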;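 further: 0% = DMSO neutral controls and 100% = 20 µM radicicol positive controls; yeast relying on Plasmodium falciparum Hsp90 in place of its own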
PvdQ acylase: P. aeruginosa PvdQ acylase inhibition. purified PvdQ acylase, fluorescence plate reader. inhibition, % at 10 µM. hit rate 0.063% among 340,000; in the data active means inhibition above about 30%, passing the limit was not always enough; inconclusive means no clear call, values can overlap the other calls;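 further: 0% = vehicle neutral wells and 100% = reference inhibitor wells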
The depositor's hits bear a star; ? = inconclusive; nt = no result given. An unsorted share of the library; 3.2% or so of the library scored in one or more.

SMILES	Rtt109 Vps75	RTF Ca sens act	Mot1-301 SUMO	Keap1-Nrf2 PPI	CDK5 inh	LANA DNA inh	Cardiac RTF inh	dFosB act	NSD2 inh	PfHsp90 yeast 2	PvdQ acylase
O=S(=O)(Nc1cnc2ccccc2c1)N1CCCCCC1	-4.5	2.0	-6.8	-1.6	-1.5	1.4	-6.1	-13.1	-0.4	-26.4	-16.0
COc1ccccc1-c1nc(N)n[nH]1	6.9	1.9	-2.5	-0.7	-1.3	-0.2	-5.1	9.3	17.4	0.0	-13.9
COc1cc(CNc2ncn[nH]2)cc(Br)c1OC	-9.9	-1.6	-4.4	5.4	-3.4	-0.7	-1.1	1.6	-1.5	0.2	-6.7
O=C(c1ccc(N2CCCC2=O)cc1)N1CCN(c2ccccc2F)CC1	-4.2	-3.5	-13.2	-0.6	0.6	0.7	-2.6	-5.0	1.6	6.0	-3.6
Cc1cccc(/C=C2\CCC(C3CCCC3)C2=O)c1 (centres undefined)	-31.7	-2.6	5.9	-2.8	nt	2.4	-4.7	-12.1	-2.8	9.1	-4.5
COCCCN(Cc1ccco1)C(=O)c1cc2c(s1)-c1ccc(Cl)cc1S(=O)(=O)C2	-0.2	-0.6	-2.3	-3.4	-3.7	-0.1	1.6	-12.7	1.4	-46.3	-4.1
COc1ccc(C(=O)N/C(=C\c2ccccc2)C(=O)Nc2ccccc2C(=O)O)cc1	-0.1	-6.3	20.8	3.2	0.6	-1.4	2.3	-1.7	-2.4	-6.3	5.0
COC(=O)C1=C(C)NC(C)=C(C(=O)OCC2CCCO2)C1c1cccc(Cl)c1 (centres undefined)	8.0	-5.8	198.5	0.5	2.1	-1.5	-1.7	-8.5	-16.7	-7.8	-2.9
CCn1cc(C(=O)NCc2ccco2)c2cc(OC)c(OC)cc2c1=O	-4.0	3.8	44.4	0.4	-5.2	0.4	2.4	-1.7	3.8	17.1	-12.1
CNC(=S)N1CCN(c2c(F)cc3c(=O)c(C(=O)O)cn(C4CC4)c3c2OC)CC1C (centres undefined)	-12.9	-0.1	-13.2	-3.0	-0.1	1.7	-6.9	-4.3	3.4	-33.3	11.3
Cn1nc(C(F)(F)F)c(C#N)c1N1CCN(c2ccccn2)CC1	-1.4	nt	-24.2	-2.9	-5.3	-0.4	nt	-4.7	-4.6	-17.1	-14.3
COc1ccc(CC2(CO)CCN(Cc3cccnc3)CC2)cc1	3.2	-2.5	11.4	0.3	0.0	0.1	-9.5	0.4	4.1	-48.4	-12.3
COc1cccc(/C=N/NC(=O)CSc2cccc3cccnc23)c1	-4.0	-2.1	145.5	0.1	-4.2	1.0	-11.7	-9.2	1.9	1.6	-10.9
CC(C)CCn1c(=O)c2ccccc2n2c(CCC(=O)NC3CCN(Cc4ccccc4)CC3)nnc12	-0.7	1.6	3.9	0.1	0.7	-0.3	3.5	-2.7	1.8	22.6	-14.2
O=C(O)c1cc(N2C(=O)C3C4C=CC(C4)C3C2=O)ccc1NCc1cccnc1 (centres undefined)	-8.7	1.8	-4.1	-0.1	0.7	1.8	-7.2	1.3	0.9	15.0	5.2
CCOC(=O)C1CCN(C(=O)N2CCOCC2)CC1	6.0	0.1	2.1	0.5	-0.3	0.4	-15.3	5.5	-2.3	-0.6	1.8
Cc1nn(-c2ccccc2)c(C)c1C(=O)Nc1ccc(N2CCOCC2)cc1	-2.7	-4.8	76.9	-2.0	-0.4	0.7	1.4	-1.7	1.4	-1.0	-6.8
COc1ccc2oc(=Nc3cc(F)ccc3F)c(C(N)=O)cc2c1	6.8	1.2	84.8	-3.4	-0.9	34.9	-4.0	11.3	-2.2	-31.2	1.6
COc1ccccc1OCc1nc(C#N)c(NCCCn2ccnc2)o1	?	-4.6	-2.4	-3.3	-0.3	-6.7	-5.2	-10.8	-6.5	-15.7	8.7
O=C(NNC(=O)c1cccs1)c1ccc(F)cc1	-7.8	-0.5	-0.6	0.2	-1.3	-0.3	-2.3	5.8	-8.5	-9.3	-17.5
CC(NC(=O)COC(=O)/C(=C/c1cccs1)c1cccs1)c1ccccc1 (centres undefined)	4.3	-2.4	9.3	-1.8	1.3	-0.4	-8.1	-12.3	3.2	-15.8	-1.6
CCCCCCNc1c(C(=O)OCC)c(=O)[nH]c2ccccc12	4.1	-2.8	777.7*	-1.7	0.8	0.1	-1.0	-7.6	-2.4	31.0	-12.2
Cc1ccc(C(=O)NC(Cc2cccc(C(F)(F)F)c2)C(=O)O)cc1 (centres undefined)	-1.2	-5.7	nt	2.7	0.7	0.5	-2.2	4.5	nt	-10.4	-0.4
O=C(Cc1c[nH]c2ccccc12)N[C@@H](Cc1c[nH]c2ccccc12)C(=O)O	10.7	3.5	19.5	4.9	0.2	1.3	-9.7	2.1	0.0	22.8	-11.6
CCOc1ccc(Nc2nc(Nc3ccc(O)cc3)nc(C)c2[N+](=O)[O-])cc1	7.7	-0.8	-9.6	0.9	-0.8	-0.5	3.0	-1.8	-3.3	-3.6	11.3
CC(=O)N1CCN(C(=O)c2cc(S(=O)(=O)N3CCCCC3)ccc2Cl)CC1	-6.0	4.6	-5.6	-0.5	0.5	-0.1	0.5	7.7	2.5	14.0	-14.3
CCCCNC(=O)CSc1nc(N)c(C(=O)Nc2ccc(OC)cc2)s1	-9.1	-9.8	-18.4	1.0	1.5	-0.8	-4.0	4.1	3.1	-4.7	-0.1
CCC(CC)c1nnc(NC(=O)CCc2ccccc2)s1	-1.4	-2.0	-8.1	-0.5	0.2	2.0	-0.7	-2.7	-0.5	-15.5	-7.0
Cc1cc(Cl)ccc1OCC(=O)Nc1cccnc1	15.7	0.3	-13.5	-3.2	1.6	-0.5	8.7	1.0	0.8	8.8	5.9
CCOC(=O)C1=C(C)N(C[C@@H]2CC[C@@H](Cc3ccc4cc(OC)ccc4c3)O2)C(=O)NC1c1ccc(OC)cc1 (some centres undefined)	-5.5	-0.6	nt	1.0	3.4	-0.3	0.8	-15.8	nt	24.1	4.2
CCCCCC(=O)Nc1cccc(C2=NOC3(C2)C[C@@H](C(N)=O)N(C(=O)Cc2ccc([N+](=O)[O-])cc2)C3)c1 (some centres undefined)	-1.4	3.5	23.3	-3.0	0.1	1.1	-4.9	-1.8	nt	-2.9	-7.2
CN(C)CCCCCN(C)Cc1cc2ccccc2o1	-3.9	1.5	196.0	-1.9	0.3	-0.6	-6.2	1.1	0.5	9.9	-4.6
COc1ccc(C(=O)NCc2nnc(SCC(=O)Nc3cccc(F)c3)o2)cc1	0.0	-1.5	13.4	1.2	0.0	0.4	-17.9	-4.0	0.7	11.0	-9.4
Cc1cc(C(=O)CS(=O)(=O)c2ccc(Cl)cc2)cc(C)c1O	2.2	2.2	1.1	3.1	-0.5	0.4	-5.2	2.7	1.6	2.8	-1.2
CCOC(=O)c1ccc2cccc(C)n2c1=O	-24.0	0.8	-0.3	-4.0	-1.1	0.9	-2.1	0.3	nt	6.5	6.7
COC(=O)c1ccccc1NC(=O)CSc1nnnn1C	nt	-1.6	-19.6	-1.2	-1.3	0.4	-1.1	-8.3	0.0	-7.9	-1.7
Cc1ccc(S(=O)(=O)N2CCN(c3nc4ccccc4nc3-n3nc(C)cc3C)CC2)cc1	-2.3	0.7	0.2	3.3	-2.2	0.6	-1.9	-8.7	-4.5	4.7	-4.1
CCc1cccc(CC)c1NC(=O)C1CSC2(C)CCC(=O)N12 (centres undefined)	-4.1	-8.0	-2.0	3.6	-0.4	-0.1	7.3	-4.9	-1.0	7.3	-6.2
Cc1ccc(SCC(=O)NCc2ccco2)cc1	-5.9	1.8	43.3	3.2	0.0	2.8	10.2	4.6	-2.7	3.7	-0.3
Cc1ccccc1C(=O)OC(C)CN1CCN(C)CC1 (centres undefined)	2.4	-3.2	-9.8	1.3	-0.3	1.6	-4.6	-5.1	5.1	0.2	-3.6
O=C(NCc1nnc(SCC(=O)N2CCN(c3ccccc3)CC2)o1)c1ccco1	-4.6	1.3	-18.2	-3.3	0.0	-0.6	-4.8	2.7	-0.1	-18.9	-4.9
O=C1CN(C(=O)c2ccc(Br)o2)C(c2ccccc2)c2cc(Cl)ccc2N1 (centres undefined)	21.5	1.4	14.1	-6.3	1.5	-0.5	-2.9	-8.0	nt	-20.9	-18.6
N#CCCN(C(=O)COC(=O)C12CC3CC(CC(O)(C3)C1)C2)c1ccc(F)cc1	-1.7	-2.4	8.6	-3.7	-0.4	2.2	-6.6	-4.4	3.5	nt	-6.5
C[C@]12CCC[C@H](O1)c1c(cc3c(c1O)C(=O)c1c(O)cc(O)cc1C3=O)O2	1.7	7.8	-9.4	-8.4	2.3	-0.7	-10.4	-22.0	nt	-14.2	-6.2
FC(F)(F)c1ccc(-n2cnc3ccccc32)nc1	-0.6	-6.1	-11.9	-1.1	1.9	-1.5	4.9	-8.4	-2.1	-1.5	7.0
Nc1nc(C2CC(=O)OC23CCCCC3)cs1 (centres undefined)	0.0	-2.5	16.0	0.9	-2.2	0.4	0.8	5.6	-3.6	-4.6	0.8
CCN(CC)c1nc2c(c(=O)[nH]c(=O)n2C)n1CCOc1ccccc1	58.3*	-3.1	710.1*	-3.0	-1.1	0.4	-1.5	-5.0	1.3	7.3	10.8
N#C/C(=C\c1ccc(O)c(O)c1)S(=O)(=O)c1ccccc1	7.1	1.8	-4.7	-8.8	1.4	2.3	9.7	-6.4	nt	4.2	2.2
Clc1ccc2oc3c(Cl)ncnc3c2c1	-4.4	1.5	-10.8	0.0	2.3	0.6	-12.9	-10.8	0.1	-18.2	-2.5
